MIN6 prolif: MIN6 beta-cell proliferation induction; AID 2380; proliferation, % at 10 µM; hit rate 0.29% among 330,000; MIN6 cells proliferation, ATPlite luminescence, 48 h; cells starved in 0.2% serum; 100% = growth in 10% serum;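 active means compounds whose signal lies at least 3.5 SD above the mean of all wells on their plate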;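 further: 0% = DMSO-treated cells in low-serum medium and 100% = 10% serum control; some compounds called inactive have numbers as strong as hits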
PfGluPho inh: PfG6PD (Plasmodium falciparum) enzyme inhibition | hit rate 0.78% among 350,000 | AID 504690 | PfGluPho enzyme, NADPH resazurin-diaphorase fluorescence | inhibition, % at 20 µM;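 active means inhibition reaching at least a set limit at 20 µM in the primary screen, cut at about 59% in these data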;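 further: 0% = DMSO wells with substrate and 100% = DMSO wells lacking glucose-6-phosphate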
SENP8 block-1: inhibitors of human SENP8 protease; purified SENP8, Z-RLRGG-aminoluciferin cleavage, luminescence; inhibition, % at 10 µM; hit rate 1.2% among 330,000; AID 2540; Q96LD8; in the data active means inhibition above about 50%
SENP7 block: SENP7 protease inhibition. inhibition, % at 5 µM. hit rate 1.5% among 330,000. Q9BQF6. recombinant SENP7, Z-RLRGG-aminoluciferin luminescence, 40 min. AID 434973;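 active means inhibition above about 50% at the single test dose, limit read from the data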;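 further: plate controls were DMSO with enzyme for no effect and no enzyme buffer wells for full effect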
SENP6 block: SENP6 protease inhibition. Recombinant SENP6 catalytic domain, aminoluciferin luminescence. Q9GZR1. hit rate 1.8% among 330,000. inhibition, % at 10 µM;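 active means inhibition above about 50% at the single tested dose, limit read from the data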;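 further: plate controls were DMSO wells with enzyme for no effect and DMSO wells lacking enzyme for full effect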
UBC13 polyUb: blocks human UBC13 polyubiquitin chain formation | P61088 | inhibition, % at 20 µM | TR-FRET | hit rate 0.47% among 330,000; in the data active means inhibition above about 45%, passing the limit was not always enough
SENP1 inh: SENP1 (human) catalytic domain inhibition; Q9P0U3; recombinant SENP1 catalytic domain, CyPet-SUMO1-YPet FRET cleavage; inhibition, % at 10 µM; hit rate 0.21% among 360,000;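 active means inhibition at least 30% at 10 µM, raw YFP signal under a set limit, fluorescence ratio 0.5 to 1.5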;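 further: 0% = enzyme with DMSO and 100% = no enzyme wells; some results filed as inactive read as strong as hits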
Target sequence (Q9P0U3 419-644 limits assumed): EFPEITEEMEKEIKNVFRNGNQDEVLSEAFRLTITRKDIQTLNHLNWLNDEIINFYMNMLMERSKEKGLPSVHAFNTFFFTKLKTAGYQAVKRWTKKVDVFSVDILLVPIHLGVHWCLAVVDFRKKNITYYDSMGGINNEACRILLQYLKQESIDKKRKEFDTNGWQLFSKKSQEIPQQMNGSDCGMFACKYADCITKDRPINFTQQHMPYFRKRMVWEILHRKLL
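Material – human SENP1 catalytic domain · Input – SENP1 enzyme, 20 pM final · Compound dosing – single concentration of 10 µM compound, 0.5% DMSO final · Timing – enzyme reaction for 50 min at room temperature, dark · Measured by – FRET fluorescence in CFP and YFP emission channels · Control set – no-enzyme wells low, DMSO-plus-enzyme wells high control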
HKDC1 inhibitor: HKDC1 (human) hexokinase inhibition | recombinant HKDC1, G6PDH/diaphorase resazurin coupled fluorescence | hit rate 0.16% among 340,000 | AID 493160 | Q2TB90 | inhibition, % at 20 µM;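 active means inhibition above about 35% when tested at 20 µM, limit read from the data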;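 further: plate controls were DMSO wells with enzyme for no effect and DMSO wells lacking enzyme for full effect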
Target sequence (Q2TB90 whole entry, looked up): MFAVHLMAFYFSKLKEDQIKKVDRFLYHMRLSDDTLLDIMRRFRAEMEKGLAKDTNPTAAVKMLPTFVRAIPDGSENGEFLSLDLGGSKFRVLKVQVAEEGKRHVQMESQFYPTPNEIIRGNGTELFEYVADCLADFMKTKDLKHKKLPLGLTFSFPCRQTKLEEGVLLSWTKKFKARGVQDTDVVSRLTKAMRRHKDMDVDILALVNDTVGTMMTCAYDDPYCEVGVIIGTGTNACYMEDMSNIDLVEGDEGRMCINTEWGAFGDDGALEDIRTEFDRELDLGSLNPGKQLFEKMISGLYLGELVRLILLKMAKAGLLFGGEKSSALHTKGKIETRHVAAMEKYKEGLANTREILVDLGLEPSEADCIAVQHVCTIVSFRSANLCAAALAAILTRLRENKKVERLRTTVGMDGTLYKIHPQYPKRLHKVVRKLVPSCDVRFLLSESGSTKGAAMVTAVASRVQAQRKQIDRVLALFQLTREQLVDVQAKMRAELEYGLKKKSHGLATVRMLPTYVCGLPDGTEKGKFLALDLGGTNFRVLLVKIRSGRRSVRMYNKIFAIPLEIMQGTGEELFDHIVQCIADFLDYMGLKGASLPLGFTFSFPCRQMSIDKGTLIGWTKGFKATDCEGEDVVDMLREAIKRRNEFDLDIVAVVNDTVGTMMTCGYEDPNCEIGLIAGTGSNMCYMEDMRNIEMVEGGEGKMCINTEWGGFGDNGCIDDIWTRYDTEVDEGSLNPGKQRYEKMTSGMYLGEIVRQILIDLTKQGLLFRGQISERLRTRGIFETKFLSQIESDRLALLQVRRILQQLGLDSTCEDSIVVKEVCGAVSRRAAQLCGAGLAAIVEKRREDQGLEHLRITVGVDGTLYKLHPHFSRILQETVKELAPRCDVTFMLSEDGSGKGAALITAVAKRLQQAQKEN
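Material – in-house recombinant HK5 (HKDC1) enzyme · Quantity – HKDC1 at 5 µg/mL · Buffer or medium – pH 8.0 Tris buffer with 10 mM MgCl2 · Reagent – glucose with 1 mM ATP · Dosing – single 20 µM dose · Times – reaction time 90 min, room temperature, protected from light · Technique – resorufin fluorescence at 613 nm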
SENP8 block-2: SENP8 (human) protease inhibition. Q96LD8. recombinant SENP8, Nedd8 substrate fluorescence. inhibition, % at 20 µM. hit rate 0.64% among 360,000. AID 602440; in the data active means inhibition mostly above about 40%, no sharp cut-off; inactive means mostly below about 27%
* = called active by the depositor; i = inactive; nt = no result given.

SMILES	MIN6 prolif	PfGluPho inh	SENP8 block-1	SENP7 block	SENP6 block	UBC13 polyUb	SENP1 inh	HKDC1 inhibitor	SENP8 block-2
CC1(C)CC(=O)C(C(C2=C(O)CC(C)(C)CC2=O)c2ccco2)C(=O)C1 (stereo not given)	-2.2	14.4	-7.0	7.5	2.1	-6.7	5.7	-3.1	16.1
Cc1cc(C)c(NC(=O)c2ccc[n+](Cc3ccc([N+](=O)[O-])cc3)c2)c(C)c1	1.3	-2.4	-8.1	1.4	-8.6	0.1	2.2	-9.8	20.1
CCOCCCNC(=O)c1c(N)n(-c2ccc3c(c2)OCO3)c2nc3ccccc3nc12	-2.0	0.0	9.2	8.1	20.0	-5.8	-88.8	-0.1	-419.9
Cc1cc(C)nc(Nc2n[nH]c(-c3ccc(N)cc3)n2)n1	-4.2	-8.4	-0.9	5.8	-5.8	7.7	1.6	-1.9	10.2
COc1ccccc1N=NC1=C(O)CC(C)(C)CC1=O	-1.3	-10.1	-3.5	-6.0	-6.9	-24.7	10.7	-8.9	36.6
CNS(=O)(=O)c1cccc(C(=O)OCC(=O)/C=C2/N(C)c3ccccc3C2(C)C)c1	-6.2	13.8	0.6	3.5	-26.8	-4.8	-2.1	2.5	-346.3
O=C(CSc1nncn1-c1ccccc1)c1c[nH]c2ccccc12	0.9	8.7	-6.3	-5.5	-5.2	3.5	3.8	-7.7	0.4
CCCN1C(=O)C2(SC(NC(C)=O)=NN2C(C)=O)c2cc(C)ccc21 (stereo not given)	4.6	15.0	2.3	10.1	-1.4	3.0	2.2	-1.6	7.9
OC(CNCC1CCCO1)Cn1c2ccc(Cl)cc2c2cc(Cl)ccc21 (stereo not given)	-5.9	13.6	-9.1	-1.5	-19.9	49.2*	0.9	3.3	9.9
Cc1ccc(-c2nnc(SCC(=O)N/N=C/c3ccc(C)s3)n2-c2ccc(C)cc2)cc1	0.0	2.4	3.4	15.1	15.2	-7.0	2.4	-11.4	16.0
O=c1[nH][nH]c(-c2ccccc2O)c1C(C[N+](=O)[O-])c1ccccc1 (stereo not given)	0.0	-22.7	-0.8	6.3	0.0	4.7	-0.6	-12.2	23.2
CCOc1ccc(NC(=O)C2CC(=O)N(c3ccccc3F)C2)cc1 (stereo not given)	-0.6	-20.2	3.1	0.6	0.5	8.3	2.0	-6.4	4.6
CC(C(=O)Nc1nc(-c2ccc(F)cc2)cs1)N1C(=O)C2CC=CCC2C1=O (stereo not given)	-0.3	13.8	4.9	3.5	5.8	2.2	0.8	5.9	6.7
Cc1nn(S(=O)(=O)c2ccccc2)c(C)c1S(=O)(=O)N1CCC(C)CC1	0.2	0.7	-0.8	-7.2	-4.9	2.1	1.7	-6.5	3.7
O=C(Nc1ccc(C(=O)N2CCCC2)cc1)C1CCCCC1	nt	-5.3	nt	nt	nt	nt	-1.0	-7.0	1.9
CCCCn1nc2cc(C(=O)NCc3cc(C(F)(F)F)cc(C(F)(F)F)c3)ccc2c1OC	-3.5	14.2	-5.8	-9.1	-9.8	14.8	1.7	-5.4	i
CCn1c2ccccc2c2nnc(SCc3ccccc3)nc21	-3.6	29.9	-6.5	-1.4	1.9	19.0	-1.5	4.0	0.8
C[C@H](CO)N1C[C@H](C)[C@@H](CN(C)C(=O)NC2CCCCC2)Oc2c(NC(=O)Nc3ccc4c(c3)OCO4)cccc2C1=O	-1.4	7.2	-10.9	9.8	21.7	11.1	0.0	-2.3	8.1
O=c1c2ccccc2sc2nc(CCl)nn12	nt	-0.2	nt	nt	nt	nt	2.2	-1.4	-17.6
CN1CCN(C(CNC(=O)C(=O)Nc2ccc3c(c2)OCCO3)c2ccc(F)cc2)CC1 (stereo not given)	1.3	-2.0	-7.2	-6.0	-5.3	3.1	-1.1	-5.0	14.8
Cc1cc(C(C)(C)C)cc(S(=O)(=O)NCC(=O)O)c1C	1.5	-3.3	-5.5	-2.9	1.7	-5.2	-0.1	-4.0	22.1
O=C(O)c1cc(-c2ccco2)nn1-c1ccc(Cl)cc1	nt	-4.3	nt	nt	nt	nt	-7.7	3.1	-19.5
COc1cc(CC(C#N)(CO)c2nc3ccccc3[nH]2)ccc1OC(F)F (stereo not given)	0.0	-1.3	10.8	10.2	-0.1	2.5	-34.4	-5.0	-3.2
CCn1ncc(S(=O)(=O)NCc2ccco2)c1C	-1.5	9.4	8.4	-5.5	16.4	5.9	-0.3	-5.0	0.7
CSc1ccc(Cl)c(C(=O)N2CCOc3ccccc32)c1	-0.9	6.1	7.7	-0.4	16.8	0.4	-0.9	-2.7	15.8
COC(=O)CSc1nc2c(c(=O)[nH]c(=O)n2C)n1CCC(C)C	2.8	-10.3	6.3	-0.5	-16.4	3.3	-0.5	-5.0	22.2
COc1ccc(-c2cn3cccnc3n2)cc1NC(=O)C(C)Oc1ccccc1 (stereo not given)	5.0	5.4	-7.3	-7.1	-1.5	14.1	-5.8	2.4	-335.7
CN(CC(=O)Nc1cccc(F)c1)C(=O)CCCn1c(=O)oc2ccccc21	-0.8	-1.9	-3.5	12.0	-24.9	2.2	0.9	-2.9	9.0
COc1ccc(NC(=O)CSc2n[nH]c(-c3ccccc3)n2)cc1S(N)(=O)=O	-4.4	-2.1	3.2	1.2	-6.1	5.1	1.8	0.1	-12.5
CC(C)N(C(=O)CSc1nnc(C2CC2)n1C1CC1)c1ccccc1	0.3	-15.5	-11.2	-4.8	-13.3	-9.5	1.1	-2.2	7.7

Quoted at random: two compounds from above, in no set order.
SMILES	MIN6 prolif	PfGluPho inh	SENP8 block-1	SENP7 block	SENP6 block	UBC13 polyUb	SENP1 inh	HKDC1 inhibitor	SENP8 block-2
COC(=O)CSc1nc2c(c(=O)[nH]c(=O)n2C)n1CCC(C)C	2.8	-10.3	6.3	-0.5	-16.4	3.3	-0.5	-5.0	22.2
O=C(O)c1cc(-c2ccco2)nn1-c1ccc(Cl)cc1	nt	-4.3	nt	nt	nt	nt	-7.7	3.1	-19.5

Next section:
SMILES	MIN6 prolif	PfGluPho inh	SENP8 block-1	SENP7 block	SENP6 block	UBC13 polyUb	SENP1 inh	HKDC1 inhibitor	SENP8 block-2
O=C(CSc1nnc(CNC(=O)c2cccs2)o1)NC1CCCCC1	-0.8	4.6	0.0	7.7	7.8	5.4	-0.8	-5.0	16.0
COc1ccc(-n2c(SCC(=O)Nc3ccc([N+](=O)[O-])cc3OC)nc3ccccc32)cc1	-0.8	1.0	-4.5	-0.2	-7.2	-22.2	1.3	-10.3	8.9
O=C(NC1CCCCCC1)c1cc(=O)[nH]c2ccc(S(=O)(=O)N3CCOCC3)cc12	-2.3	-4.0	-2.8	9.4	12.8	-6.6	-2.4	0.2	-40.4
CC(C)(C)c1ccc(OCC(=O)N(Cc2cccs2)C2CCS(=O)(=O)C2)cc1 (stereo not given)	-3.3	11.7	-1.7	-4.4	-6.4	5.5	-0.3	-2.5	8.4
COc1ccc(Cn2nnnc2CN2CCCCCC2)cc1	-0.3	-8.7	-14.4	-8.9	1.5	2.6	-3.9	-11.8	6.5
Cn1c(CSc2nc3ccccc3s2)nnc1SCC(=O)NCc1cccnc1	-2.8	10.3	-1.0	5.2	-11.1	6.6	0.0	-2.0	7.9
FC(F)(F)c1ccc(CN2C[C@@H]3C(c4ccccc4)C4(c5ccccc5)CC3(C4)[C@H]2c2ccccc2)cc1 (stereo not given in full)	-6.8	nt	-7.5	-17.7	-11.5	0.2	nt	nt	nt
O=C(O)CC1SC(=Nc2ccc(O)cc2)NC1=O (stereo not given)	-1.5	14.6	1.1	-6.0	-8.4	11.8	3.7	-8.5	-1.1
Cc1ccc(Cl)cc1NC(=O)CSC(N)=O	-6.5	15.7	8.2	4.5	-8.5	39.7	0.0	-4.3	25.0
C=CCN1C(=O)c2ccccc2Sc2ccc(C(=O)NC(C)C)cc21	-2.5	15.9	4.8	5.5	9.1	2.3	-0.4	-1.4	5.9
O=C(COC(=O)c1ccccc1C(=O)c1ccccc1)Nc1cccc([N+](=O)[O-])c1	-2.9	6.7	2.3	2.5	6.6	-0.9	0.2	-6.2	9.2
CCn1c(C(C)NC(C)=O)nc2ccccc21 (stereo not given)	0.5	-18.2	2.0	-0.8	-10.0	0.9	0.9	0.7	9.9
CCc1nnc(NC(=O)CSc2nnnn2C)s1	-2.1	-18.3	3.6	1.1	4.5	6.2	-0.7	0.1	4.6
CCOC(=O)c1cc2c(=O)n3ccccc3nc2n(CCCOC)c1=NC(=O)c1cccnc1	2.5	nt	3.7	-1.6	-7.4	1.0	nt	nt	nt
O=C(Nc1ccc(OC(=O)c2ccncc2)cc1)c1ccncc1	-2.4	-6.7	-6.3	-12.7	-15.8	-2.6	2.7	-4.4	7.9

Quoted from the listing:
`CN(CC(=O)Nc1cccc(F)c1)C(=O)CCCn1c(=O)oc2ccccc21` @ HKDC1 inhibitor = -2.9
`CCOCCCNC(=O)c1c(N)n(-c2ccc3c(c2)OCO3)c2nc3ccccc3nc12` @ UBC13 polyUb = -5.8
`O=C(Nc1ccc(OC(=O)c2ccncc2)cc1)c1ccncc1` @ UBC13 polyUb = -2.6

(list continues)
SMILES	MIN6 prolif	PfGluPho inh	SENP8 block-1	SENP7 block	SENP6 block	UBC13 polyUb	SENP1 inh	HKDC1 inhibitor	SENP8 block-2
O=c1[nH]c(C2CCN(S(=O)(=O)c3ccccc3)CC2)nc2c1nnn2Cc1c(F)cccc1Cl	-3.3	-22.0	2.0	3.3	2.3	-0.6	1.6	6.5	5.7
C=CCNC(=O)CC(=O)N/N=C/c1ccc(C(=O)OC)cc1	0.0	-18.7	8.6	-1.3	-4.2	-0.7	4.1	-6.2	18.5
CCN(CC)c1ccc(NC(=O)c2ccc(NC(=O)C3CCCO3)cc2)c(C)c1 (stereo not given)	nt	-0.4	nt	nt	nt	nt	-1.2	-2.6	21.4
CCCCNC(=O)C1CCCN1C(=O)Nc1ccccc1 (stereo not given)	-0.4	2.1	-1.4	5.7	10.2	-1.7	1.6	-0.3	3.3
Cc1c(C(=O)N/N=C/c2ccc(-c3ccccc3[N+](=O)[O-])o2)sc(N)c1C#N	nt	32.4	nt	nt	nt	nt	-17.3	10.5	17.2
CCOC(=O)c1ccc(CNC(=O)C(Cc2c[nH]c3ccccc23)NC(C)=O)o1 (stereo not given)	-0.3	-16.6	-0.6	14.7	-5.4	2.8	1.5	4.6	9.7
Cc1cccc(-c2sc(Nc3ccccc3)n[n+]2-c2ccccc2)c1	-3.2	11.7	-3.5	7.2	-4.9	2.3	3.2	2.7	11.1
O=C(Nc1ccccc1N1CCCC1)c1ccc(F)c(S(=O)(=O)N2CCOCC2)c1	-0.8	7.1	-4.6	-9.0	1.6	-3.0	-2.2	-1.6	9.4
Cc1cc(C)cc(NC(=S)N(Cc2cccc(Br)c2)CC2CCC(C(=O)O)CC2)c1 (stereo not given)	-3.6	-0.3	-0.4	-7.5	-16.4	-26.0	2.1	-7.4	5.3
CC(C)(C)OC(=O)N[C@@H](Cc1ccccc1)C(=O)N[C@@H](CO)[C@H](O)[C@@H]1C[C@@H]1C(=O)NC1CC1	-2.7	1.5	6.4	-10.1	-3.9	-4.1	-1.0	-3.0	9.2
CCOC(=O)c1c(NC(=O)Nc2ccc(F)cc2)sc2c1CCN(C)C2	-4.4	-6.5	-3.2	2.7	1.9	12.0	-118.5	0.1	-209.8
CCOC(=O)c1c(C)[nH]c2ccc(O)cc12	-1.2	3.7	4.0	2.6	0.5	1.1	1.3	6.3	12.6
O=C(NCc1ccco1)C(c1ccc(F)cc1)N(Cc1cccnc1)C(=O)Cn1nnc2ccccc21 (stereo not given)	-2.2	-1.0	-3.9	6.3	0.2	-3.9	0.5	1.1	20.9

Source: PubChem BioAssay (Sanford-Burnham Center for Chemical Genomics)
